MITF inh = blocks human microphthalmia-associated transcription factor; AID 1259374; 650,000 tested, 0.91% active; AlphaScreen MITF homodimerization, bead proximity signal; inhibition, % at 2.6 µM; in the data active = inhibition above about 50%;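 also: 0% = vehicle wells with protein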
Target sequence (O75030 whole entry, looked up): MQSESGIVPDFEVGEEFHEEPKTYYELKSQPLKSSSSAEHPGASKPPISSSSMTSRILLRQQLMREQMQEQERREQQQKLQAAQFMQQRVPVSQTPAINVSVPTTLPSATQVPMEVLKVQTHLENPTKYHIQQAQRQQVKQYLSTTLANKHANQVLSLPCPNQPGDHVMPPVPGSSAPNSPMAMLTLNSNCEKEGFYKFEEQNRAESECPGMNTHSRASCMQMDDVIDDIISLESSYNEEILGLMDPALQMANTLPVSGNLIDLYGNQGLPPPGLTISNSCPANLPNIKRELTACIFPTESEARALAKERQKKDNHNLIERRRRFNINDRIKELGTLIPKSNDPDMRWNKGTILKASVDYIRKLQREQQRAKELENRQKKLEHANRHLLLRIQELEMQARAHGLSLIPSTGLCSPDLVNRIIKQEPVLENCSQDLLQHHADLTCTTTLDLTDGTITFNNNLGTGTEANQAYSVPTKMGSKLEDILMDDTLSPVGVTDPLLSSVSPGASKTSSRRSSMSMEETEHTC
FBW7 act = activators of human E3 ligase FBW7. AlphaScreen FBW7–phospho-cyclin E peptide binding, activator screen. normalized activity (activation), % at 26.1 µM. 650,000 tested, 0.13% active. Q969H0; in the data active = normalized activity above about 1.9%;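 also: purified mutant Fbw7 with reduced substrate affinity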
GPR151 activ = activators of human GPR151; Q8TDV0; PathHunter beta-arrestin GPR151 cells, luminescence; activation, % at 11.2 µM; 650,000 tested, 1% active; AID 1508602; in the data active = activation above about 4.9%;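 also: 0% = median of compound wells and 100% = cells with positive control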
Target sequence (Q8TDV0 whole entry, looked up): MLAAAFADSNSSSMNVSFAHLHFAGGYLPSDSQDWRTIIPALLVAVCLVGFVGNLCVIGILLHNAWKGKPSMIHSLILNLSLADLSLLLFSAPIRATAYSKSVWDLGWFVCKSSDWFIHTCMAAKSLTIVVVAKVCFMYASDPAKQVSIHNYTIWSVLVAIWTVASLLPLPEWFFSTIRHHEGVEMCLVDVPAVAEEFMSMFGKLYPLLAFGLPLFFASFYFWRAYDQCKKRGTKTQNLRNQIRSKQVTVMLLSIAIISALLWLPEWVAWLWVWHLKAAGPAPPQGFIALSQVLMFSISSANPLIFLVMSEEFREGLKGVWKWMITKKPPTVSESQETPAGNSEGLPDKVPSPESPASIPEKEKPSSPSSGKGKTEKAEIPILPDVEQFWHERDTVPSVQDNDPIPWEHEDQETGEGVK
TEAD-YAP block = TEAD-YAP interaction inhibition. HEK-TIYL cells, TEAD-Gal4/YAP UAS-luciferase luminescence. inhibition, % at 9.12 µM. 640,000 tested, 1.4% active; in the data active = inhibition above about 32%;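 also: 0% = median of test compound wells and 100% = reference inhibitor wells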
* = called active by the depositor.

SMILES	MITF inh	FBW7 act	GPR151 activ	TEAD-YAP block
CCSc1ccc(-c2cnc(N3CCN(CCN(CC)CC)CC3)c3nccn23)cc1	-3	-0.7	0.1	4
CCc1ccccc1NC(=O)CN(C)S(=O)(=O)c1cnc[nH]1	13	1.1	-0.1	5
CCOP(=O)(OCC)C(Nc1ccc(Br)cc1)c1ccc(N(C)C)cc1 (stereo not drawn)	9	-0.1	0.9	-3
CC(C)(C)c1ccc(OCCCC(=O)Nc2ccccc2C(N)=O)cc1	14	1.1	-0.9	4
Cc1cc2c(c(-c3ccc4nc(C)ccc4c3)c1)OC(CNC(=O)C1CCCO1)C2 (stereo not drawn)	10	0.0	-1.8	-10
O=C(CCS(=O)(=O)c1cccc2nonc12)Nc1cccc2c1CCCC2	14	-0.1	-0.3	-6
CCOCCCNCC(=O)N1c2ccccc2C(C)CC1(C)C (stereo not drawn)	43	-0.2	-0.3	4
CC(=O)Oc1ccc(/C=c2\sc3nc(-c4ccc(F)cc4)nn3c2=O)cc1	0	-0.1	2.6	-18
Cc1ccc(NC(=O)Cn2c(C)c(C=O)c3ccccc32)c(C)c1	7	0.0	3.5	8
Cc1ccc(C(C)(C)CC(C)NC2CCCC2)o1 (stereo not drawn)	-4	0.0	-0.2	2

Profiles, looked up by structure.
CCOCCCNCC(=O)N1c2ccccc2C(C)CC1(C)C (stereo not drawn) in the list: MITF inh: 43; FBW7 act: -0.2; GPR151 activ: -0.3; TEAD-YAP block: 4
O=C(CCS(=O)(=O)c1cccc2nonc12)Nc1cccc2c1CCCC2 in the list: MITF inh: 14; FBW7 act: -0.1; GPR151 activ: -0.3; TEAD-YAP block: -6
CCc1ccccc1NC(=O)CN(C)S(=O)(=O)c1cnc[nH]1 in the list: MITF inh: 13; FBW7 act: 1.1; GPR151 activ: -0.1; TEAD-YAP block: 5

Next records:
SMILES	MITF inh	FBW7 act	GPR151 activ	TEAD-YAP block
CCOc1ccc(S(=O)(=O)N(CC(=O)Nc2ccc3ccccc3c2)c2ccccc2)cc1	18	0.0	-0.8	3
O=S(=O)(NCc1ccccc1)c1ccc(Cl)c2ccccc12	6	0.2	0.5	12
O=C(C1CCN(S(=O)(=O)N2CCOCC2)CC1)N1CCc2ccccc21	3	-0.1	-0.3	0
CC(C)n1c(NCCN2CCOCC2)nc2c(NCCCN3CCCC3=O)ncnc21	-1	0.0	4.9	2
O=C(CSc1ccc(F)cc1)Nc1ccc(N2CCOCC2)cc1	13	0.3	0.4	1
O=C(Nc1ccccc1)Nc1ccc(S(=O)(=O)N2CCCC2)cc1	-7	-0.1	-1.0	-12
Cc1ccc(-c2nc(-c3ccncc3)no2)cc1[N+](=O)[O-]	15	0.5	-1.7	-12
CCC(Sc1nc2ccc(Br)cc2c2nc3ccccc3n12)C(=O)NCCCOC (stereo not drawn)	1	-0.2	-0.1	1
S=C(NCCCN1CCOCC1)Nc1ccc(N2CCOCC2)cc1	15	0.1	-0.3	5
COC(=O)c1ccccc1NC(=O)COc1cc(C)c(Cl)c(C)c1	1	-0.1	-0.8	0
Cc1[nH]c2ccccc2c1C(C[N+](=O)[O-])c1ccc(Cl)cc1Cl (stereo not drawn)	-3	-0.1	0.3	-2
CCN1CCN(Cc2nc3c(c(=O)n(C)c(=O)n3C)n2CC(=O)c2ccccc2)CC1	-1	-0.2	0.8	14
Cc1sc2ncn(Cc3csc(-c4ccc(Cl)cc4)n3)c(=O)c2c1C	6	0.2	0.3	8
COc1ccc(N2CCN(C(=O)c3ccc(S(=O)(=O)N(C)C)cc3)CC2)nn1	-10	0.2	1.3	6
CC(=O)N1CCN(Cc2ccc3c(c2)CN(C(=O)C2Cc4ccccc4O2)CCO3)CC1 (stereo not drawn)	1	0.0	0.6	-11
COc1cccc(NC(=O)c2cnn(-c3ccc(C)cc3)c2C2CCNCC2)c1	-4	-0.2	0.5	3
COc1ccc(NC(=O)Nc2ccc(Nc3nc(C)cc(N(C)C)n3)cc2)cc1	21	-0.1	-1.9	0
CC1(C)CC(=O)C/C(=N\NC(=O)c2ccc(Cl)cc2)C1	17	0.1	0.7	-12
COCCNC(=O)CSc1nc2ccccc2c(=O)n1CCCC(=O)NCc1ccccc1	2	0.1	-1.3	1
Clc1nc(Cl)nc(Nc2ccccc2)n1	5	2.2*	1.4	12
CCOc1ccccc1NC(=O)c1sc2nc(C)nc(N(CC)CC)c2c1C	2	0.0	-0.1	-9
COc1cc(OC)cc(C(=O)NC2CCSC2=O)c1 (stereo not drawn)	3	0.0	-0.3	-16
COc1ccc(NC(=O)CCC(=O)OCc2ccc([N+](=O)[O-])cc2)cc1	3	0.6	-0.2	6
COc1ccc(CCNC(=O)C(=O)Nc2ccc([N+](=O)[O-])cc2)cc1	17	0.0	-0.2	-8
CCOc1ccc(C2NC(=S)NC(C)=C2C(=O)Nc2ccccc2C)cc1 (stereo not drawn)	4	-0.1	0.0	-5
CCOC(=O)C1=C(C)N(CCOC)C(=O)/C1=C\c1cc(Br)ccc1OC	6	-0.1	0.2	10
CN1CCCCC1C(=O)N1CCC2(CC1)CC2C(=O)NCCCc1ccccc1 (stereo not drawn)	-1	-0.1	-0.6	-9
O=C(CN1C(=O)COc2ccc(S(=O)(=O)N3CCOCC3)cc21)NCc1ccccn1	0	0.1	3.8	4
COc1cc(S(=O)(=O)N(Cc2ccccc2)Cc2ccccn2)ccc1-n1cnnn1	3	-0.1	0.1	1
CS(=O)(=O)N(CC(=O)N/N=C/c1ccc(Cl)cc1Cl)c1ccc(Cl)cc1	-8	0.0	0.8	-11
Cc1ccc(CNc2nc(C)c(-c3ccn(C)n3)s2)c(C)c1	12	0.1	-1.3	8
CC(O)CN1C(=O)C(=O)/C(=C(\O)c2ccccc2)C1c1ccc(O)cc1 (stereo not drawn)	-7	0.0	-1.0	-8
COc1ccc(N2C(=O)CC(NCCc3cccc(F)c3)C2=O)cc1 (stereo not drawn)	-9	-0.1	-1.1	4
CNc1ccc(S(=O)(=O)NCC(=O)OCc2nnc(-c3ccccc3)o2)cc1[N+](=O)[O-]	-10	0.6	-1.8	-1
CC1(C)Cc2c(ccc3ccccc23)-c2nnc(-c3cccc(N)c3)n21	6	0.1	1.2	1
O=C(NC1CC1)c1nnc(-c2ccccc2)o1	8	0.6	1.2	-35
c1ccc(CNc2nc(NC3CCCCC3)nc(N3CCOCC3)n2)cc1	-3	-0.1	0.1	-22
CC(=O)Nc1ccc(NC(=O)/C=C/C(=O)O)cc1Cl	14	0.4	0.3	1
COc1ccc(NC(=O)C2=C(C)Nc3ncnn3C2c2ccccc2[N+](=O)[O-])cc1 (stereo not drawn)	5	-0.1	-0.3	11
NC(=O)c1c(NC(=O)/C=C/c2ccc([N+](=O)[O-])cc2)sc2c1CCCCC2	-7	0.1	1.7	4

3 compounds from above, limited to FBW7 act and GPR151 activ:
| SMILES | FBW7 act | GPR151 activ |
| --- | --- | --- |
| c1ccc(CNc2nc(NC3CCCCC3)nc(N3CCOCC3)n2)cc1 | -0.1 | 0.1 |
| CC(=O)Nc1ccc(NC(=O)/C=C/C(=O)O)cc1Cl | 0.4 | 0.3 |
| COc1ccc(NC(=O)C2=C(C)Nc3ncnn3C2c2ccccc2[N+](=O)[O-])cc1 (stereo not drawn) | -0.1 | -0.3 |

Going on with the list:
SMILES	MITF inh	FBW7 act	GPR151 activ	TEAD-YAP block
CCOC(=O)c1sc(N2C(=O)C(=O)/C(=C(/O)c3ccc(OCC)c(C)c3)C2c2ccc(C(C)(C)C)cc2)nc1C (stereo not drawn)	1	0.2	0.2	-15
Oc1ccc(-c2csc(-c3cccnc3)n2)cc1O	16	-0.1	0.1	-60
Cc1nc(SCC(=O)OCc2ccccc2)c(C#N)c(-c2cccc(Cl)c2)c1C(=O)Nc1ccccc1	1	-0.1	-0.6	-6
Fc1cnc(N/N=C\c2ccc(-c3ccccc3)o2)nc1N1CCOCC1	7	-0.1	-0.4	-20
Cc1cc(N2CCCC2)ccc1/C=C1\NC(=O)N(CC(=O)Nc2ccccc2F)C1=O	-2	0.0	-0.1	-3
CC1=C(C(=O)OCc2ccccc2)C(c2ccc(Cl)cc2)C(C#N)=C(N)O1 (stereo not drawn)	10	-0.1	0.0	-3
Cc1c(Br)c([N+](=O)[O-])nn1C(C)C(=O)NCc1cccnc1 (stereo not drawn)	7	-0.1	0.6	10
Nc1ccc(-c2cnc(NCCCc3ccccc3)c3nccn23)cc1	4	0.1	0.6	5
COC(=O)C1C(=O)N(c2ccc(C)cc2)C(c2ccccc2)=NC1=S (stereo not drawn)	-2	-0.2	1.4	-7
Cc1cc(C)c2oc(-c3cccc(NC(=O)c4ccc(-c5cccc([N+](=O)[O-])c5)o4)c3C)nc2c1	-12	0.3	0.7	-6
Cn1nc(C(=O)Nc2ccc3c(c2)OCCO3)c2c1-c1ccccc1OC2	7	0.1	-0.2	-34
O=C(Nc1ccc2c(c1)CN(Cc1cccn1-c1cccnc1)CC2)C1CCCO1 (stereo not drawn)	8	0.0	-0.4	-4
Cc1c(C(=O)OC2CCCC2C)[nH]c2c1C(=O)CCC2 (stereo not drawn)	4	0.1	-0.2	-51
c1ccc(CNc2nc(N3CCOCC3)nc3c2ncn3C2CCCCC2)cc1	14	0.1	-1.1	9
COc1cc(/C=C2\SC(=S)NC2=O)c(Br)cc1OC(C)=O	-5	-0.1	-0.8	15
Cn1c(=O)[nH]c(=O)c2c1nc(N/N=C/c1ccccc1O)n2Cc1ccccc1	-10	0.0	-0.5	1
Cc1ccc(S(=O)(=O)NCC(=O)OCC(=O)N2CC3(C)CC2CC(C)(C)C3)cc1 (stereo not drawn)	14	0.1	-1.0	4
O=C(Nc1c(C(=O)C2CC2)oc2ccc(Br)cc12)c1ccc(C(F)(F)F)cc1	11	-0.1	-0.5	4
CC(C)(C)C1CCc2[nH]nc(C(=O)O)c2C1 (stereo not drawn)	-3	-0.2	-0.1	9
COc1cc(-c2nc(-c3ccc(NC(=O)c4ccc(Br)o4)cc3)no2)cc(OC)c1OC	1	-0.1	1.9	-34
CSc1ccccc1N1C(=O)CN(Cc2cccc(O)c2)CC1C (stereo not drawn)	-11	0.0	0.3	-1
CCCCc1ccc(NC2OC(=O)c3ccccc32)cc1 (stereo not drawn)	5	0.0	0.2	8
O=C(O)C(Cc1c[nH]c2ccccc12)NS(=O)(=O)c1ccc(F)cc1 (stereo not drawn)	9	-0.1	-0.7	11
CC1CCc2c(sc(NC(=O)COc3ccc(C(C)C)cc3)c2C(N)=O)C1 (stereo not drawn)	21	0.4	0.4	2
COc1ccc(CN2CC(C(=O)NCCC(C)C)CC2=O)cc1 (stereo not drawn)	8	0.1	-0.4	1
CCC(Sc1nc2n[nH]c(C)c2c(=N)n1-c1ccc(OC)cc1)C(=O)N1CCC(C)CC1 (stereo not drawn)	-7	-0.1	-1.4	1
COc1ccc(N2CCN(CC(=O)Nc3cccc(C(=O)O)c3)CC2)cc1	4	-0.2	0.3	0
C=C(C)Cn1c(SCCN2CCOCC2)nc2c1c(=O)[nH]c(=O)n2C	5	-0.1	-0.9	-4
CCCn1nnc(NC(=O)c2ccc(Br)o2)n1	-3	0.2	-1.2	-22
O=C(Nc1c2c(nn1-c1ccc(F)cc1)CSC2)c1cccs1	1	0.3	0.9	5
CC12CC(NC(=O)N1c1cccc(C(F)(F)F)c1)c1ccccc1O2 (stereo not drawn)	8	0.0	1.6	20
Fc1ccc(C2C=C(c3cccc(Br)c3)Nc3ncnn32)cc1 (stereo not drawn)	11	0.1	1.1	-10
c1ccc2c(C(c3ccncc3)c3c[nH]c4ccccc34)c[nH]c2c1	-2	-0.1	0.4	-14
CN(c1cccc(NS(=O)(=O)c2ccccc2)c1)S(C)(=O)=O	-8	-0.2	2.0	-4
Cc1ccc(N2Cc3ccncc3C2=O)c(C)c1	-4	0.3	2.2	-4
O=C(NC1CCCCC1)C1CCN(c2cnccn2)CC1	18	0.2	-0.9	-10
CS(=O)(=O)N(CC(=O)N1CCCc2ccccc21)c1sc2c(c1C#N)CCCC2	0	-0.1	-1.2	-8
CC(C)(C)c1ccccc1Oc1ccccc1N	-2	0.0	0.5	-8
CCn1nc(C)c(NC(=O)Cn2nc3c4ccccc4nc(C4CC4)n3c2=O)c1C	-6	0.6	-1.4	-7
CCCc1cc(N2CCN(CCOc3ccc(C)cc3)CC2)n2c(nc3ccccc32)c1C#N	-6	0.3	-0.6	-3
CC(=O)Oc1cccc2ccc(/C=C/c3cn(C(C)=O)nc3-c3ccccc3)nc12	1	0.1	-0.5	2
CCOC(=O)c1ccc2c(c1)C(=O)N(c1cc(C)ccc1C)C2=O	5	-0.1	0.1	11
CCOC(=O)C1=C(C)N=c2s/c(=C/c3ccc4c(c3)OCO4)c(=O)n2C1c1ccccc1F (stereo not drawn)	-6	0.0	1.0	-2
Cc1ccc(CN2CCN(Cc3ccncc3)CC2CCO)o1 (stereo not drawn)	3	-0.1	0.8	8
CCOC(=O)c1sc2ncn(-n3cccc3)c(=O)c2c1C	-7	-0.1	1.7	2

Bioassay records: PubChem BioAssay, The Scripps Research Institute Molecular Screening Center
